From PubChem
DNMT1 block: DNMT1 (human) enzyme inhibition; DNMT1 molecular beacon, Hinp1I cleavage, fluorescence; P26358; inhibition (reported as % activation of signal), % at 10 µM; actives 0.83% (n = 360,000); in the data active means inhibition above about 50%
MT1-MMP act inh: MT1-MMP (human) activation inhibition. HT1080 RFP-PRO-GFP cells, GFP/RFP ratio fluorescence, overnight; percent of plate control window, DMSO zero. actives 0.061% (n = 360,000). P50281. GFP/RFP ratio change, % at 20 µM. AID 651647;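 active means GFP/RFP ratio change of at least 30% with cell ATP level not reduced by more than half and red fluorescence within 50% of control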; further: strong numbers were not always called active
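Assay system: RFP-PRO-GFP reporter HT1080 cells; read-out basis: GFP/RFP fluorescence ratio; benchmarks: DMSO wells and RFP-L50D-GFP cells; doses: 20 µM single dose, 1% DMSO; schedule: overnight cell settling, then overnight compound exposure, 37 °C, 5% CO2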
Scp-1 inhibitor: blocks human Scp-1 phosphatase activity | actives 0.88% (n = 340,000) | Q9GZU7 | inhibition, % at 20 µM | Recombinant Scp1, phosphopeptide, malachite green phosphate absorbance;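 active means inhibition above about 50% at 20 µM, limit read from the data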;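 further: plate controls were DMSO wells with enzyme for no effect and wells lacking enzyme for full effect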
Target sequence (Q9GZU7 76-261 limits assumed): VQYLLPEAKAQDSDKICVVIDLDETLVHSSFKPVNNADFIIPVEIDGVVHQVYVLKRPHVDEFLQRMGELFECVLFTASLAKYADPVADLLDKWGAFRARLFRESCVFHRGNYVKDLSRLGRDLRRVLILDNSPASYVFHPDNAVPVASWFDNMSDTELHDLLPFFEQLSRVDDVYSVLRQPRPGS
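System: SCP-1 catalytic domain; Reagent: Phospho 17-mer peptide substrate; Doses: one concentration, 20 µM, with 1.0% DMSO; Incubation: 45 min room-temperature reaction, 5 min colour, 30 min stabiliser; Signal: Phosphate-binding colour reagent, absorbance read at 630 nm.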
STEP block: inhibitors of human striatal-enriched phosphatase STEP. actives 0.25% (n = 360,000). recombinant STEP, OMFP fluorogenic substrate, fluorescence. inhibition, % at 20 µM. AID 588621. P54829;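 active means inhibition at 20 µM, scaled per plate between control wells, above about 37%, limit read from the data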;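 further: 0% = DMSO with enzyme and substrate and 100% = substrate only without enzyme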
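Assay system: isolated STEP enzyme / Timing: 20 min at room temperature, dark / Doses: 20 µM, 1% DMSO / Technique: fluorescence intensity, excitation 480 nm, emission 540 nm / Reagent: fluorogenic phosphatase substrate OMFP at 25 µM final / Measure: percent inhibition scaled to no-enzyme and uninhibited-enzyme controls, plate-pattern corrected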
SUMO1 PPI mod: modulators of human SUMO1-mediated protein-protein interactions; AID 602429; actives 0.33% (n = 360,000); P63165; inhibition, % at 20 µM; SUMO1 binding to a labelled peptide, TR-FRET, 1 h; in the data active means inhibition above about 37%
Target sequence (P63165 whole entry, looked up): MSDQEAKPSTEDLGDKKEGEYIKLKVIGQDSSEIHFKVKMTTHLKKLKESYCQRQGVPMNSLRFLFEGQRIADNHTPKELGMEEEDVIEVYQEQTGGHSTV
SKN-1 inh: blocks SKN-1 activity in C. elegans; C. elegans VP596 Pgst-4::GFP/RFP ratio, acrylamide-induced, 24 h; inhibition, % at 21.8 µM; actives 0.49% (n = 360,000); AID 624304;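 active means interference check ratio from 0.5 to 1.5 plus GFP to RFP signal ratio inhibition reaching or exceeding a fixed threshold, cut at about 30% in these data, passing the limit was not always enough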; further: some compounds called inactive have numbers as strong as hits
Rpn11 block: inhibitors of human proteasome Rpn11 | AID 588493 | actives 0.59% (n = 360,000) | human 26S proteasome, Ub4-pepOG fluorescence polarization; 20S core pre-blocked with epoxomicin | calls only at 20 µM | O00487;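 active means inhibition at 20 µM, scaled to each plate's controls, above about 33%, limit read from the data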
Target sequence (O00487 whole entry, looked up): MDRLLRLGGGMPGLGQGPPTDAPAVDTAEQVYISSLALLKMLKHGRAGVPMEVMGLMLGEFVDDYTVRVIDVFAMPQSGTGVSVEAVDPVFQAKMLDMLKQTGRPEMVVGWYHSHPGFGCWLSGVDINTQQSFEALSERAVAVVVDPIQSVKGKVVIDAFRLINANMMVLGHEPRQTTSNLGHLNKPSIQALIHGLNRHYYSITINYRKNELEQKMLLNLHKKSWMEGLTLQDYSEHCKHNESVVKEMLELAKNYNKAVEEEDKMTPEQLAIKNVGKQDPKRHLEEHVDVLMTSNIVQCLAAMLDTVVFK
NRP1-CendR mod: alters CendR peptide binding to human NRP-1; inhibition, % at 25 µM; actives 0.85% (n = 360,000); AID 602438; O14786; FAM-RPARPAR peptide binding to NRP-1, fluorescence polarization;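 active means inhibition or corrected inhibition above about 18%, plus a signal ratio from 0.5 to 1.5, limit read from the data, passing the limit was not always enough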; further: strong numbers were not always called active
NadD block: NadD (S. aureus) enzyme inhibition; purified NadD enzyme, colorimetric absorbance read-out; inhibition, % at 20 µM; actives 0.78% (n = 360,000); in the data active means inhibition above about 26%; further: some compounds past the cut are filed as inactive
LMPTP block: blocks human LMPTP phosphatase. P24666. recombinant LMPTP-A, OMFP fluorogenic substrate, fluorescence intensity. inhibition, % at 20 µM. actives 0.22% (n = 360,000);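 active means compounds that cut the enzyme signal by at least half of the control window in the single-dose screen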;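 further: plate controls were DMSO wells with enzyme plus substrate for no effect and substrate without enzyme for full effect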
Target sequence (P24666 whole entry, looked up): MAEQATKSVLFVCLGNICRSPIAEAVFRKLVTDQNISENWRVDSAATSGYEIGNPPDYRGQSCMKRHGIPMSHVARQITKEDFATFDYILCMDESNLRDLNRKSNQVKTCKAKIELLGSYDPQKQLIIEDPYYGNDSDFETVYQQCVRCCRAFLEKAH
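Buffer or medium: Bis-Tris pH 6.0, DTT, detergent; Assay system: LMPTP-A enzyme; Quantity: 0.625 nM enzyme; Detection: endpoint fluorescence intensity; Times: 50 min dark incubation at room temperature; Controls: substrate-only low control, DMSO enzyme-plus-substrate high control; Doses: single 20 µM dose; Read-out: percent inhibition versus substrate-only and uninhibited controls; Reagent: 400 µM OMFP.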
Active calls of the source: *; i = inactive; . = no result given; + = active, no number. An unsorted share of the library (roughly 3.9% active in at least one column).

SMILES | DNMT1 block | MT1-MMP act inh | Scp-1 inhibitor | STEP block | SUMO1 PPI mod | SKN-1 inh | Rpn11 block | NRP1-CendR mod | NadD block | LMPTP block
O=[N+]([O-])c1ccc(N2CCOCC2)c(S(=O)(=O)N2CCOCC2)c1 | 0 | -3 | 5 | 0 | -22 | -9 | i | 8 | 1 | 0.3
CCCn1nnc(NC(=O)c2cccc(OCC)c2)n1 | -1 | 2 | -1 | -6 | 5 | -2 | i | -8 | -2 | -0.3
COc1cc(N/C=C(\C(C)=O)c2ccccc2)cc(OC)c1 | -5 | -4 | . | 8 | -3 | -9 | i | 8 | -4 | -0.1
CCOC(=O)C(Sc1nn(C)c(=S)s1)C(C)=O (stereo not given) | 0 | 2 | -10 | 2 | 4 | -2 | i | -4 | -4 | -1.9
Cc1nc(SCc2nc3cc(Cl)c(F)cc3[nH]2)c2oc3ccccc3c2n1 | -3 | -7 | -5 | 0 | -22 | 25 | + | -30 | 37* | 5.0
CC(=O)Nc1ccc(-c2csc(Nc3ccc(Cl)cn3)n2)cc1 | -7 | -12 | -4 | -4 | -7 | 22 | i | 5 | -6 | 0.7
Cc1cccnc1NC(=O)c1ccc(Cl)c(S(=O)(=O)N2CCCC2)c1 | -2 | 3 | 4 | 2 | 0 | -11 | i | 4 | -3 | 0.6
CCOC(=O)Cc1c(C)nc2cc(-c3ccc(C)cc3)[nH]n2c1=O | -2 | -5 | -7 | 1 | 8 | -4 | i | 0 | 1 | -0.2
COc1cccc(C2C=C(c3ccc(Br)s3)Nc3ncnn32)c1OC (stereo not given) | 1 | -113 | -2 | 4 | -13 | 4 | i | -181 | -2 | -0.4
Cc1ccc(S(=O)(=O)N2CCN(C(=O)/C=C/c3ccco3)CC2)cc1 | 38 | -2 | 71* | 3 | -8 | -17 | i | -11 | -4 | 3.3
Cc1ccc(C(=O)NC(=S)NCC2CCCO2)cc1 (stereo not given) | -1 | 1 | -6 | 4 | -3 | 8 | i | 6 | -4 | 0.6
CCCc1c(C(=O)N/N=C/C(C)=C/c2ccccc2)nnn1-c1nonc1N | 6 | 2 | -6 | 1 | -2 | 5 | i | 6 | 15 | 0.5
COc1ccc(/C=N/n2c(-c3cc(C)[nH]n3)n[nH]c2=S)cc1 | -2 | 0 | 3 | 0 | 2 | -6 | i | 8 | 5 | -1.7
O=C1CC(N2CCC(c3nc4ccccc4s3)CC2)C(=O)N1 (stereo not given) | 0 | -2 | -8 | 0 | -5 | 7 | i | 1 | 3 | -1.7
COc1ccc(/C=C(/NC(=O)c2ccccc2)C(=O)NCc2ccco2)cc1 | 1 | 1 | 26 | 0 | 5 | 18 | i | 3 | 2 | -0.8
Cc1ccn2cc(-c3cccc(NC(=O)CCC(=O)O)c3)nc2c1 | 4 | 1 | -2 | -3 | 5 | -25 | i | 1 | -4 | 0.0
Cc1cccn2cc(COc3ccc(-c4ccccc4)cc3)nc12 | -2 | 8 | 15 | 6 | 6 | 24 | i | 5 | 4 | 8.1
CCOC(=O)C1(Cc2ccc(OC)cc2)CCN(C(=O)c2cccc3nccnc23)CC1 | -3 | 0 | 9 | 0 | -2 | -3 | i | 0 | -3 | -1.6
Cc1ccc(NC(=O)CSc2nc(N)cc(=O)[nH]2)cc1S(=O)(=O)N1CCOCC1 | 8 | -2 | -2 | -2 | 2 | -2 | i | 8 | 2 | -1.4
O=C(/C=C/[C@H]1O[C@@H](n2cnc3c(NC(=O)c4ccccc4)ncnc32)[C@H](O)[C@@H]1O)NCc1cccs1 | -4 | 2 | . | -2 | 0 | 5 | i | 18* | -5 | -1.0
CCOC(=O)N1CCN(C(=O)CCN2C(=O)COc3ccccc32)CC1 | -1 | 2 | -4 | -3 | -6 | 5 | i | -9 | 2 | -1.9
CC1CN(C(=S)Nc2ccccc2)CC(C)O1 (stereo not given) | 4 | -2 | -1 | -1 | 3 | -4 | i | 0 | 1 | 2.6
Cc1ccc(CCNS(=O)(=O)c2cc3c(cc2C)NC(=O)CO3)cc1 | 0 | 3 | -7 | 1 | 2 | 9 | i | 4 | -1 | 0.0
COc1ccc(-n2nc3c(N)n[nH]c3cc2=O)cc1 | -1 | -1 | -1 | 0 | -12 | -6 | i | 29* | 2 | -0.5
COc1ccc(CC(=O)NC2CCCc3ccccc32)cc1 (stereo not given) | -1 | -3 | -3 | -2 | 4 | -9 | i | -11 | -2 | -0.8

Further compounds follow:
SMILES | DNMT1 block | MT1-MMP act inh | Scp-1 inhibitor | STEP block | SUMO1 PPI mod | SKN-1 inh | Rpn11 block | NRP1-CendR mod | NadD block | LMPTP block
O=C(OCC(=O)N1CCN(C(=O)c2ccco2)CC1)c1cc(-c2ccco2)nc2ccccc12 | 97* | -25 | 87* | 79* | 26 | 10 | i | -25 | 44* | 60*
CCOc1ccc(NC(=O)[C@@H]2CCCN2C(=O)c2cccs2)cc1S(=O)(=O)N1CCCCC1 | -1 | 4 | -8 | -2 | -3 | 7 | i | 4 | -1 | -0.9
Cc1ccc2c(nc3s/c(=C\c4ccc(-c5ccccc5C(=O)O)o4)c(=O)n32)c1C | 63* | -64 | 76* | 34 | 18 | 18 | . | 60 | 19 | 11
COc1cc(NS(=O)(=O)c2ccc(NC(=O)CN3C(=O)c4ccccc4C3=O)cc2)nc(OC)n1 | 4 | 3 | -8 | -2 | 5 | 5 | i | -10 | 10 | -0.3
NC(=S)N/N=C\c1ccc(-c2cccc(Cl)c2Cl)o1 | -23 | -8 | -7 | -12 | -1 | 4 | i | -28 | 20 | 3.8
Cn1c(=O)c2cc(NC(=O)Cc3ccccc3F)ccc2n1-c1ccc(C(C)(C)C)cc1 | -10 | -6 | . | 4 | 9 | -5 | i | 11 | 8 | 4.7
COc1ccccc1-c1noc(-c2cccs2)n1 | 8 | 7 | -6 | -3 | 2 | 19 | i | -3 | -1 | 0.3
CN(Cc1cn(C)nc1-c1cccc(Cl)c1)Cc1nccn1C | 2 | -10 | -7 | -2 | -9 | -13 | i | -4 | -11 | -1.9
Cc1cccc(C2c3[nH]c4ccccc4c3CCN2C(=O)c2nn(C)c(=O)c3ccccc23)n1 (stereo not given) | 1 | -4 | -1 | -2 | 2 | -1 | i | 7 | 9 | 0.2
COc1ccc(NC(=O)N(C)C[C@H]2Oc3ccc(NC(=O)Cn4cnnn4)cc3C(=O)N([C@H](C)CO)C[C@@H]2C)cc1 | 2 | 0 | -3 | -1 | 0 | 10 | i | 10 | -7 | -1.7
COc1ccc(CC(=O)OCC(=O)c2ccc(OC)cc2)cc1 | 6 | 3 | -13 | -4 | -5 | 7 | i | 14 | -5 | -1.5
CC(C)=CCC[C@H](C)C[C@@H]1CC2=C(C(=O)OC(C)(C)O2)[C@@H](c2ccc(F)cc2)O1 | . | 1 | . | . | 4 | 6 | . | 6 | 4 | 3.0
CC(C)(C)OC(=O)Nc1ccc([C@H](NC(=O)OC(C)(C)C)C(=O)OC(C)(C)C)cc1 | -1 | -2 | -8 | 1 | 3 | 2 | i | 3 | -1 | 1.4
CCCCC[C@H](C)N1C[C@H](COCc2ccccc2)Oc2cc(N3CC[C@H](O)C3)ccc2S1(=O)=O | . | -7 | . | . | 0 | 3 | . | 1 | 0 | 2.9
Cc1noc(C)c1C(=O)OCC(=O)Nc1cc(Cl)ccc1Oc1ccccc1 | -4 | -8 | -11 | 2 | 5 | 1 | i | -12 | 11 | 3.7
O=C(NCCc1ccccn1)c1cncc(Br)c1 | 4 | 2 | 1 | -2 | 1 | 15 | i | 6 | 4 | -1.7
C[C@H]1COc2cccc(N3CCC[C@@H]3CO)c2S(=O)(=O)N1 | . | 4 | . | . | 2 | 15 | . | 12 | -2 | 0.5
CCCc1cc(N2CCCC2)n2nc(C)c(-c3ccccc3)c2n1 | 1 | -5 | -1 | 3 | -2 | 3 | i | 7 | 7 | 2.5
CCN(CC)C(=O)COC(=O)c1ccc(O)cc1 | 0 | 2 | 3 | 3 | 3 | -23 | i | 14 | 2 | -2.5
Clc1ccccc1CSc1nnc(-c2ccccn2)n1Cc1ccco1 | -7 | -3 | -2 | -2 | -1 | -4 | i | -7 | 6 | 1.8
CCOC(=O)c1c(NC(=O)CSc2nnnn2-c2ccc(OC)cc2)sc(C)c1C | -1 | 1 | -4 | -2 | -3 | 5 | i | -6 | -4 | 1.8
O=C(/C=C/c1ccc(-c2ccccc2[N+](=O)[O-])o1)c1ccc(Br)cc1 | -6 | 12 | 43 | -1 | -12 | 9 | i | 12 | -7 | 3.6
Cc1c(CCOC(=O)C23CC4CC(CC(C)(C4)C2)C3)sc[n+]1Cc1ccccc1 | 4 | -15 | 18 | -1 | -2 | -7 | i | -1 | 4 | 0.2
C=CCn1c(SCC(=O)Nc2ccc3c(c2)OCO3)nnc1-c1ccccc1 | 52* | -1 | 5 | 1 | -2 | -18 | i | -9 | -1 | 3.2
CC1(C(=O)Nc2ccc3c(c2)OCO3)Cc2c(-c3ccc4c(c3)OCO4)ccnc2O1 (stereo not given) | -1 | 0 | . | -2 | 2 | 8 | i | -7 | 0 | 1.5

Structures shown so far with a furan ring, fused or not (8):
SMILES | DNMT1 block | MT1-MMP act inh | Scp-1 inhibitor | STEP block | SUMO1 PPI mod | SKN-1 inh | Rpn11 block | NRP1-CendR mod | NadD block | LMPTP block
Cc1nc(SCc2nc3cc(Cl)c(F)cc3[nH]2)c2oc3ccccc3c2n1 | -3 | -7 | -5 | 0 | -22 | 25 | + | -30 | 37* | 5.0
Cc1ccc(S(=O)(=O)N2CCN(C(=O)/C=C/c3ccco3)CC2)cc1 | 38 | -2 | 71* | 3 | -8 | -17 | i | -11 | -4 | 3.3
COc1ccc(/C=C(/NC(=O)c2ccccc2)C(=O)NCc2ccco2)cc1 | 1 | 1 | 26 | 0 | 5 | 18 | i | 3 | 2 | -0.8
O=C(OCC(=O)N1CCN(C(=O)c2ccco2)CC1)c1cc(-c2ccco2)nc2ccccc12 | 97* | -25 | 87* | 79* | 26 | 10 | i | -25 | 44* | 60*
Cc1ccc2c(nc3s/c(=C\c4ccc(-c5ccccc5C(=O)O)o4)c(=O)n32)c1C | 63* | -64 | 76* | 34 | 18 | 18 | . | 60 | 19 | 11
NC(=S)N/N=C\c1ccc(-c2cccc(Cl)c2Cl)o1 | -23 | -8 | -7 | -12 | -1 | 4 | i | -28 | 20 | 3.8
Clc1ccccc1CSc1nnc(-c2ccccn2)n1Cc1ccco1 | -7 | -3 | -2 | -2 | -1 | -4 | i | -7 | 6 | 1.8
O=C(/C=C/c1ccc(-c2ccccc2[N+](=O)[O-])o1)c1ccc(Br)cc1 | -6 | 12 | 43 | -1 | -12 | 9 | i | 12 | -7 | 3.6
